IMP-1 inh: blocks Pseudomonas aeruginosa IMP-1 metallo-beta-lactamase; inhibition, % at 5.6 µM; AID 1556; hit rate 0.45% among 290,000; purified IMP-1, nitrocefin hydrolysis, epi-absorbance fluorescence;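 active = inhibition above the mean plus 3 SD of all compounds in the same screening run, cut at about 4.5% in these data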;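 note: 0% = IMP-1 with DMSO and 100% = DMSO wells lacking enzyme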
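Test system: recombinant IMP-1 enzyme, purified / Medium: HEPES buffer pH 7.1 with ZnSO4 and Brij 35 / Doses: single dose, 5.6 µM / Times: 25 °C, 15 min preincubation, 25 min reaction / Detection: Epi-absorbance via hydrolysed-nitrocefin quenching of white-plate fluorescence, 480/530 nm, EDTA stop / Evaluation: percent inhibition from optical density relative to buffer-blank wells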
NS3 helicase inh: blocks Hepatitis C virus NS3 helicase unwinding; inhibition, % at 10.9 µM; AID 1800; NS3 helicase DNA unwinding, Cy5 molecular beacon fluorescence; hit rate 0.56% among 290,000;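 active = inhibition above the mean of all tested compounds plus 3 SD, set per campaign, cut at about 35% in these data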;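 note: 0% = DMSO wells and 100% = thioflavine S control wells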
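System: HCV NS3 helicase fragment; control set: DMSO and thioflavine S; technique: Cy5 fluorescence at 0 and 60 min, beacon hairpin quenching; reagent: beacon DNA duplex substrate plus ATP; replicates: singlicate; schedule: 1 h reaction at 25 °C, ATP-initiated; medium: MOPS buffer pH 6.5 with MgCl2, DTT, Tween20, BSA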
PHOSPHO1 inh: inhibitors of human PHOSPHO1 phosphatase | recombinant PHOSPHO1, absorbance phosphatase assay | inhibition, % at 13.3 µM | hit rate 1.1% among 290,000; in the data active = inhibition above about 60%
DNA FID counter: displaces DNA intercalator in HCV helicase counter-screen; inhibition, % at 7.9 µM; hit rate 0.17% among 290,000; DNA fluorescent intercalator displacement, fluorescence; in the data active = inhibition above about 37%;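 note: 0% = vehicle and 100% = reference compound; higher means more ethidium bromide displaced from hairpin DNA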
V1aR counter: counter-screen for oxytocin receptor agonists: human V1a receptor agonists | P37288 | CHO-V1R cells, Fluo-8 calcium fluorescence, agonist mode; 0% DMSO, 100% 3 nM vasopressin | activation, % at 3 µM | hit rate 0.25% among 320,000 | AID 2797;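 active = activation above the mean activation of all tested compounds plus 3 SD, per screening run, cut at about 20% in these data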;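 note: signal is peak over basal fluorescence ratio across a 100 second FLIPR read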
Target sequence (P37288 whole entry, looked up): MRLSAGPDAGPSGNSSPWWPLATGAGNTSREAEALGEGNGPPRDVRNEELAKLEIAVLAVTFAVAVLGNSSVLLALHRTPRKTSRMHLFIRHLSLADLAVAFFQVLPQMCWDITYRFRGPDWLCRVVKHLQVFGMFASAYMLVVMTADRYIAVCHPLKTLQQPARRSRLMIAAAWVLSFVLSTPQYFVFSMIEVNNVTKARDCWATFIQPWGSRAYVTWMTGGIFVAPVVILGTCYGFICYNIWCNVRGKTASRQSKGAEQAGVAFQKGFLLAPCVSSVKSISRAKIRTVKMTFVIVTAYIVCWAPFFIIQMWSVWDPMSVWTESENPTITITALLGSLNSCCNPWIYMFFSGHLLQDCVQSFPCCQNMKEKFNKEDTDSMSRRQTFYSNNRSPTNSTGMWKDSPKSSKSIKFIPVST
GPR7 antagonist: antagonists of human GPR7 (neuropeptides B/W receptor 1) | GPR7-expressing cells, fluorescence antagonist assay | inhibition, % at 4.4 µM | AID 1861 | hit rate 1.1% among 290,000 | P48145; in the data active = inhibition above about 16%, passing the limit was not always enough;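 note: cells stimulated with the agonist NPW; 0% = agonist with vehicle and 100% = vehicle without agonist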
Target sequence (P48145 whole entry, looked up): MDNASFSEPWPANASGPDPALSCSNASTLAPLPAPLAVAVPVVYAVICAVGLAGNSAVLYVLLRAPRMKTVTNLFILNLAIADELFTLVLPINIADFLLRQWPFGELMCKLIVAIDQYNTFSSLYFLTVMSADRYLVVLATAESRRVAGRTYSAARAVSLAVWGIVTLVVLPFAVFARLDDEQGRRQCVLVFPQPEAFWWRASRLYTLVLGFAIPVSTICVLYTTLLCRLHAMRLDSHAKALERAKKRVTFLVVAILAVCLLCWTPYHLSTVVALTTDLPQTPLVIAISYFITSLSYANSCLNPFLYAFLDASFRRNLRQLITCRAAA
VIM-2 inhibitor: inhibitors of Pseudomonas aeruginosa VIM-2 metallo-beta-lactamase | purified VIM-2, nitrocefin hydrolysis, epi-absorbance fluorescence | inhibition, % at 5.6 µM | hit rate 0.89% among 290,000 | AID 1527;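 active = inhibition above the mean of all tested compounds plus 3 SD, cutoff set per screening run, cut at about 7.5% in these data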;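 note: red hydrolysis product quenches plate fluorescence so inhibitors raise well fluorescence; 0% = enzyme with DMSO and 100% = DMSO without enzyme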
GalR3 antag: human GalR3 antagonism; AID 651719; HEK293 GalR3-CNG cAMP membrane potential fluorescence; galR3 body fused to GalR1 C-terminus; hit rate 0.44% among 360,000; inhibition, % at 3 µM;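 active = inhibition above the screen-wide average plus 3 SD, cut at about 13% in these data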;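 note: forskolin and galanin both at EC90 stimulate the cells; cAMP rise reported by CNG channel membrane potential dye signal; 0% = forskolin plus galanin with DMSO and 100% = forskolin alone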
Target sequence (O60755 1-299 limits assumed): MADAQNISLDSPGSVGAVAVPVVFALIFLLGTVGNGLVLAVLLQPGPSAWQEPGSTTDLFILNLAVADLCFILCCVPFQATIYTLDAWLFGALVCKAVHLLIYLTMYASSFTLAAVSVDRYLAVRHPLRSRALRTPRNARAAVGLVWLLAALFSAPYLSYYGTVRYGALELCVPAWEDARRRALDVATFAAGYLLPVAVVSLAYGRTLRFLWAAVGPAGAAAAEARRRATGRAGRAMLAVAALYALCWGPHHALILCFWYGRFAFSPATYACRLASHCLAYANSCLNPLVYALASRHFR
OXTR ag: activates the human oxytocin receptor; CHO-OTR cells, Fluo-8 calcium fluorescence; normalized: DMSO 0%, oxytocin 100%; P30559; activation, % at 3 µM; hit rate 0.32% among 320,000;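 active = activation above the mean of all tested compounds plus 3 SD, cutoff set per screening run, cut at about 20% in these data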;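 note: peak over basal fluorescence ratio from a 100 s FLIPR kinetic read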
* marks the source's active call; other numbers are inactive results; / = no result given.

Order of values: IMP-1 inh, NS3 helicase inh, PHOSPHO1 inh, DNA FID counter, V1aR counter, GPR7 antagonist, VIM-2 inhibitor, GalR3 antag, OXTR ag
> CN(C1CCCCC1)S(=O)(=O)c1ccc(NC(=O)C2CCCCC2C(=O)O)cc1 (stereo unspecified)
→ -2.2, 2, -25, -24, 0.4, -18, -2.6, 6, -0.3
> O=C(CNc1cccc(S(=O)(=O)N2CCCCC2)c1)Nc1ccccc1F
→ -1.0, -2, 43, -22, 6.1, 4, -1.7, 0, 2.9
> CCOC(=O)c1sc2nc(CSCC(=O)OCc3ccc(C(=O)OC)o3)[nH]c(=O)c2c1C
→ -4.5, 18, 7, -20, 0.8, -4, -1.8, -3, -0.2
> Cc1ccc(/C=N/NC(=O)c2cccs2)s1
→ -3.9, -8, 0, -1, -0.1, -9, -1.1, 4, -1.7
> Cc1ccccc1Nc1nc(-c2sc(NC(=O)c3ccco3)nc2C)cs1
→ -2.0, -6, 66*, -7, 0.0, -7, -4.4, -6, -0.4
> CC(=O)c1ccc(NC(=O)COC(=O)c2c3c(nc4ccccc24)/C(=C\c2cccs2)CCC3)cc1
→ -3.5, 6, -12, -6, 0.7, -12, -3.1, -3, 0.6
> C/C=C(\C)C(=O)N1CC2(CC(c3cccc(NC(=O)COc4ccc(Cl)cc4)c3)=NO2)C[C@@H]1C(N)=O (stereo partly specified)
→ /, /, 0, /, 0.8, /, /, -3, -0.3
> COc1ccc(CCNS(=O)(=O)c2cc3c(cc2C)NC(=O)CO3)cc1OC
→ 0.3, -2, 23, -10, 0.0, -11, -2.2, /, -0.4
> O=C(COC(=O)CCCNC(=O)c1ccc(Cl)cc1)Nc1cc(Cl)ccc1Cl
→ -0.2, -5, -7, -4, 3.9, -4, -0.2, 0, 1.7
> Cc1ccc(C(=O)O/N=C\c2ccc(N3CCCCC3)c([N+](=O)[O-])c2)cc1
→ -4.6, 3, 33, -2, 0.5, 18, -2.1, -2, -0.6
> CCC(C(=O)Nc1ccc(OC)c(Cl)c1)c1ccccc1 (stereo unspecified)
→ -0.3, -5, 4, 1, 0.3, -1, -1.4, 1, -1.4
> Cc1nn2c(-c3ccccn3)ccnc2c1Cl
→ -2.1, -2, -1, -2, -0.4, 4, 2.4, -7, -1.2
> COc1ccc(NC(=O)CC2SC(N)=NC2=O)c([N+](=O)[O-])c1 (stereo unspecified)
→ -2.8, -4, 41, 3, 0.4, -5, -1.1, 0, -0.9
> COc1ccc(CCNS(=O)(=O)c2cn(C)c(=O)n(C)c2=O)cc1OC
→ -2.0, -7, 5, 2, -0.8, 0, 0.3, /, -1.3
> CCCCC(=O)Nc1nnc(C)s1
→ -1.6, -1, 4, 1, 0.4, 8, -3.0, 2, -0.5
> COc1cc2c(cc1OC)-c1cc(NC3CCCC3)nc(=O)n1CC2
→ -5.5, -4, 21, -16, -0.7, -3, -1.7, 10, -1.2
> Cc1ccsc1C(=O)OCC(=O)NCc1ccco1
→ -2.2, -5, -37, 2, 2.7, 4, -2.8, -4, -0.7
> Cc1nc(-c2cccnc2)sc1C(=O)N/N=C/c1ccccc1Cl
→ 0.3, 0, 46, 3, 0.4, 13, 1.9, 1, 0.2
> COCc1n[nH]c(=S)n1-c1cccc2ccccc12
→ -3.4, 1, 74*, -4, 0.2, -13, 8.0*, -3, 1.9
> CC(=O)NCC(=O)N(Cc1ccco1)C1(C(=O)NC2CCCCC2)CCCCC1
→ -0.1, 3, 31, -23, -0.4, 10, -1.1, -3, 7.7

One compound at a time, as listed above:
COc1ccc(NC(=O)CC2SC(N)=NC2=O)c([N+](=O)[O-])c1 (stereo unspecified) is listed as IMP-1 inh = -2.8; NS3 helicase inh = -4; PHOSPHO1 inh = 41; DNA FID counter = 3; V1aR counter = 0.4; GPR7 antagonist = -5; VIM-2 inhibitor = -1.1; GalR3 antag = 0; OXTR ag = -0.9
Cc1nc(-c2cccnc2)sc1C(=O)N/N=C/c1ccccc1Cl is listed as IMP-1 inh = 0.3; NS3 helicase inh = 0; PHOSPHO1 inh = 46; DNA FID counter = 3; V1aR counter = 0.4; GPR7 antagonist = 13; VIM-2 inhibitor = 1.9; GalR3 antag = 1; OXTR ag = 0.2

(next part)
Order of values: IMP-1 inh, NS3 helicase inh, PHOSPHO1 inh, DNA FID counter, V1aR counter, GPR7 antagonist, VIM-2 inhibitor, GalR3 antag, OXTR ag
> COCc1cc(C)nc(SCC(=O)Nc2ccc3c(c2)OCO3)c1C#N
→ -3.5, 8, 6, -4, 4.0, 6, -4.4, -7, 1.4
> CN(C)C(CNC(=O)c1ccc(C2SCCS2)cc1)c1ccccc1 (stereo unspecified)
→ -1.3, -55, 32, 2, 1.8, -7, -0.4, -5, 2.5
> COc1ccc(C(O)P(=O)(OCCC(C)C)c2ccc(N(C)C)cc2)cc1 (stereo unspecified)
→ -2.7, -15, 20, -42, 0.7, 3, -3.4, -13, 0.7
> C=CCn1c(=S)[nH]c2sc3c(c2c1=O)CCCC3
→ 0.0, 16, -127, -6, -0.4, -5, -3.5, -8, -2.4
> Cc1ccccc1Cn1nnc(C(=O)Nc2cccc(C)c2C)c1N
→ -4.0, -2, 31, -13, 17, 11, -1.4, -6, 22*
> COc1ccc(S(=O)(=O)Nc2ccc(S(=O)(=O)Nc3nc(C)cc(C)n3)cc2)cc1OC
→ -2.4, 6, 23, -10, 0.6, -6, -1.8, -7, -0.3
> O=C(CSc1nc2c(c(=O)n1-c1ccc(Br)cc1)SCC2)NCc1ccco1
→ -4.5, 8, 30, -8, -1.1, -3, -2.4, -10, -2.7
> C/C=C/c1ccc(OCCCNCC(C)O)c(OC)c1 (stereo unspecified)
→ -3.1, 0, -2, 11, -0.2, -8, -1.8, -4, -0.1
> O=[N+]([O-])c1ccccc1/C=N\N1CCN(c2ccccc2)CC1
→ -3.1, -4, 34, 1, -0.1, 0, -3.1, 0, -1.5
> C=CCn1c(C)cc(C2=NNC(=NCc3ccccc3)SC2)c1C
→ -2.1, -10, -8, 6, -0.3, -5, -0.8, -3, -0.5
> Fc1ccccc1NC(=S)NCc1ccc(Cl)cc1
→ -1.3, 8, /, -6, 2.8, -14, -2.5, -1, 0.2
> CCOc1ccccc1NC(=O)Cn1c(=O)oc2ccccc21
→ -3.4, 7, 41, -3, -0.6, -2, -4.0, -2, -0.1
> O=C(Nn1c(C2CCCCC2)nc2ccccc2c1=O)c1cc(Cl)ccc1[N+](=O)[O-]
→ -2.7, 2, -12, 2, -0.1, -11, -2.9, -2, -0.2
> Cc1cc(C(=O)N/N=C/c2cc(N=Nc3ccccc3)ccc2O)n[nH]1
→ -2.9, 8, -16, 1, -0.8, -4, -3.7, /, 0.1
> CC(=O)Nc1nnc(Cc2c[nH]c3ccccc23)s1
→ 1.0, -13, -22, 1, 1.4, -2, -1.5, 1, 0.6
> COc1ccc2cc(CO)c(Cl)nc2c1
→ -3.0, -5, 16, -3, 0.4, -10, -2.3, 0, -0.3
> COc1ccc(NC(=O)C(CC(=O)O)C(C)c2ccccc2)cc1 (stereo unspecified)
→ 0.4, 8, 58, -3, -0.1, -11, -1.1, -4, 0.6
> Cc1nc(N2CCN(S(=O)(=O)c3ccc(F)cc3)CC2)c2c(C)c(C)sc2n1
→ /, /, -1, /, -0.1, /, /, 0, 0.0
> CCOc1ccc(NC(=O)CN(C)CC(=O)Nc2cccc(Cl)c2C)cc1OCC
→ -1.9, 4, 7, -21, -1.4, 1, -3.4, 0, -0.4
> CCCOCC(O)COc1ccccc1C(=O)N1CCOCC1 (stereo unspecified)
→ -3.2, -5, 31, -1, 0.2, -13, -0.9, 2, 0.4
> COc1ccc(-c2ccc(SCC(=O)N3CCOCC3)nn2)cc1OC
→ -1.4, -4, 9, -13, 0.1, 2, -4.6, -3, 0.1
> N#Cc1cc(S(=O)(=O)c2ccc(F)cc2)c(N)[nH]c1=O
→ -0.9, -4, -8, -6, 0.0, -1, 0.2, -6, 0.5
> Cc1cnc(CNC(=O)c2ccc(OC3CCN(C(=O)C4CC4)CC3)cc2)cn1
→ -2.8, 9, 46, -12, 1.1, -10, -2.8, -3, 0.8
> COc1cc(CN2CCCC(CO)(Cc3cccc(Cl)c3)C2)cc2c1OCO2 (stereo unspecified)
→ -1.6, -27, 35, 6, 0.9, 1, -1.4, -7, 2.6
> Clc1cc(Cl)c2nc(N3CCOCC3)sc2c1
→ -6.0, -8, 5, -2, -1.0, -7, -6.4, -3, -2.7
> COC(=O)c1cc(COC(=O)c2ccc(OC)c(S(=O)(=O)N3CCCC3)c2)oc1C
→ -2.6, -12, -7, -30, /, 9, -2.8, 3, /
> CCc1ccc(-c2ccc(SCC(=O)Nc3nnc(C)s3)nn2)cc1
→ -2.2, -2, 20, -13, -1.2, 0, -1.6, -3, -1.3
> O=C(OCn1nnc2ccccc2c1=O)c1cc(-c2ccccc2Cl)nc2ccccc12
→ -3.7, -2, 3, -3, -0.6, -1, -3.0, 1, -0.5
> COc1ccc(/C=N/NC(=O)c2nonc2N)cc1OC
→ -3.9, 8, 46, -10, -0.4, -8, -5.3, -2, -0.4
> CC(=O)/C=C(\C)Nc1ccccc1O
→ -3.0, 12, 42, -2, 0.2, -5, -1.3, -4, 0.7
> Cc1cccc(-c2cc3nc(C)cc(NCCCN(C)C)n3n2)c1
→ -1.2, -3, -14, 35, -0.1, 0, 5.5, -3, 0.8
> COc1c(O)cc2c(c1O)C(=O)CC(c1ccccc1)O2 (stereo unspecified)
→ -0.6, -6, 28, -9, /, -6, -1.1, /, /
> O=C(NCC1CCCO1)c1nn2c(C(F)(F)F)cc(-c3cc(Br)cs3)nc2c1Br (stereo unspecified)
→ 1.5, 3, 51, -5, -0.1, 4, 3.6, -6, 0.1
> CCOC(=O)c1ccc(N2C(=O)CC(N(C)CCc3ccc(OC)c(OC)c3)C2=O)cc1 (stereo unspecified)
→ -0.8, 7, -1, -30, 0.1, 0, -0.2, -3, 0.2
> O=C(c1ccc(F)cc1)C1CCN(Cc2ccc(F)cc2)CC1
→ -0.2, -20, 29, -11, 0.2, -5, 0.2, -8, -1.8
> Cc1ccc(SC(C)C(=O)NCCC2=CCCCC2)cc1 (stereo unspecified)
→ -1.2, 4, 6, -18, -1.7, -2, 0.7, -3, 1.5
> CSCc1ccc(C(=O)N2CCCC(Nc3ccc4c(c3)OCCO4)C2)o1 (stereo unspecified)
→ -1.6, 2, -12, -24, 1.7, -2, -0.5, -6, 1.3
> COc1ccc(NS(=O)(=O)c2cc(NC(=O)CC(=O)c3ccc([N+](=O)[O-])cc3)ccc2C)cc1
→ -2.5, 12, 21, 4, 0.3, 1, -3.3, -5, 0.7
> CN(c1ccc(OCC(=O)N2CCCCC2)cc1)S(=O)(=O)c1cccs1
→ -0.4, -10, 9, -16, 7.1, 9, 2.0, -2, 6.1

Screening data (PubChem BioAssay)
